Screening results deposited in PubChem by National Center for Advancing Translational Sciences (NCATS).
BLM helicase inh – qHTS Assay for Inhibitors of Bloom's syndrome helicase (BLM); recombinant BLM DNA unwinding, fluorescence dequenching; Potency, µM (doses to about 56.1 µM), inactives show at the highest dose activity change, negative = inhibition, hits mostly inhibitors; 350,000 compounds, 0.2% hits; AID 2528, 2010;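 also: plate controls were vehicle for no effect and no enzyme for full effect; nearly all actives have a fitted effect of over 35% in size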
G9a block – qHTS Assay for Inhibitors of Histone Lysine Methyltransferase G9a; Histone-lysine N-methyltransferase EHMT2 (Homo sapiens), Q96KQ7; AID 504332, 2011; 350,000 compounds, 8.8% hits; G9a H3K9 monomethylation, AlphaScreen, 2 h; Potency, µM (top dose mostly 102 µM), inactives show at the top dose activity, negative = inhibition, most hits filed as inhibitors; also: % is scaled to controls: 0 for no effect and ±100 for the full control effect; nearly all actives have a fitted effect of over 75% in size
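Methyltransferase reactions run at room temperature for 2 h (20 nM enzyme, 500 nM biotin-H3K9 peptide, 20 uM SAM) after a 15 min compound preincubation; product detected by AlphaScreen beads and anti-H3K9me1 antibody.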
POLI inh – qHTS for Inhibitors of Polymerase Iota; DNA polymerase iota (Homo sapiens), Q9UNA4; Pol iota fluorescent replication assay, 10 min; Potency, µM (series often up to 115 µM), for the others: at the highest dose activity, negative = inhibition, actives largely listed as inhibitors; 390,000 compounds, 1% hits
Target sequence (Q9UNA4 whole entry, looked up): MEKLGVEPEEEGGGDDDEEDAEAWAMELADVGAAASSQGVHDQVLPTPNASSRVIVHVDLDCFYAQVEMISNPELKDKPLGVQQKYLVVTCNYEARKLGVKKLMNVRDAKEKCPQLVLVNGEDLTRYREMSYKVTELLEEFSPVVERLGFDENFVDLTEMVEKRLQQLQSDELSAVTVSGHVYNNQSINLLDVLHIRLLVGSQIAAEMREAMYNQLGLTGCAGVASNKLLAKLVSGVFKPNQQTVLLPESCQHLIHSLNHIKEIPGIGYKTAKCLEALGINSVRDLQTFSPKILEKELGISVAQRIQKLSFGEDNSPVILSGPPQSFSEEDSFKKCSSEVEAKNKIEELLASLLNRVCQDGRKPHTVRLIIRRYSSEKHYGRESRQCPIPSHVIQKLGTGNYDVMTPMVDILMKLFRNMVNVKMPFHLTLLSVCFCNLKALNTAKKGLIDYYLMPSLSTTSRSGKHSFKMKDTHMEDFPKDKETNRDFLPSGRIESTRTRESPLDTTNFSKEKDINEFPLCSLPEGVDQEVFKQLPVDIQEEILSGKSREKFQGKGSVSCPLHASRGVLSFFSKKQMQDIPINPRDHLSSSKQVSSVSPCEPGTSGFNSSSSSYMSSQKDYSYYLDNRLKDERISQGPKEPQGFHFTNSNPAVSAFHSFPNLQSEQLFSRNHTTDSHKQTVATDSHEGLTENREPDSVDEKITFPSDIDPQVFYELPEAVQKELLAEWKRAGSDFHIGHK
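Fluorescent replication assay read twice, at 0 min and 10 min after adding 50 nM (final) substrate. Enzyme (10 nM) and compounds were first incubated 15 min at room temperature; enzyme-free buffer wells were negative controls.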
Anesthetic bind – qHTS Assay for Identification of Novel General Anesthetics. Ferritin light chain (Equus caballus), P02791. 350,000 compounds, 0.074% hits. apoferritin/1-aminoanthracene competitive binding, fluorescence. Potency, µM (highest dose often 77.5 µM), inactives show top-dose activity change, negative = displacement, most hits filed as inhibitors; also: % is scaled to controls: 0 for no effect and ±100 for the full control effect; nearly all actives have a fitted effect of over 20% in size
Target sequence (P02791 2-175 limits assumed): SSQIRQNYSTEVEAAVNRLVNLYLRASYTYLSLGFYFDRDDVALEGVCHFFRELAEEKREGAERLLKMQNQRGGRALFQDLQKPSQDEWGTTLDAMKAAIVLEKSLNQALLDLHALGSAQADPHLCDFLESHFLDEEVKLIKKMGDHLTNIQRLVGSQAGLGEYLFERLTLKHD
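Read-out: endpoint 1-AMA fluorescence, excitation 380 nm and emission 535 nm, after compounds sit 10 min at room temperature with 10 uM horse-spleen apoferritin in 50% saturated 1-AMA/PBS. Values come from four-parameter Hill fits.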
Pol eta inh – qHTS for Inhibitors of Polymerase Eta. recombinant Pol eta, fluorescent DNA replication assay. Potency, µM (series often up to 114 µM), inactives show at the top dose activity change, negative = inhibition, actives largely listed as inhibitors. AID 588591, 2011. 390,000 compounds, 1.2% hits. DNA polymerase eta (Homo sapiens), Q9Y253; also: % is scaled to controls: 0 for no effect and ±100 for the full control effect
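Pol eta (10 nM) was preincubated with compounds for 15 min at room temperature, after which fluorescent replication substrate (50 nM final) was added to start the reaction. Fluorescence was read kinetically at 0 and 10 min.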
Pol beta inh – qHTS Assay for Inhibitors of DNA Polymerase Beta. P06746. Pol beta primer extension/strand displacement, fluorescence kinetic. Potency, µM (top dose mostly 114 µM), inactives show at the highest dose activity change, negative = inhibition, usual class: inhibitors. 340,000 compounds, 1.3% hits; also: % is scaled to controls: 0 for no effect and ±100 for the full control effect
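Curves were derived by four-parameter Hill fits of normalized qHTS data. The kinetic fluorescent primer-extension read was taken at 0 and 10 min after 50 nM substrate, following a 15 min room-temperature preincubation of 10 nM enzyme with compounds.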
Pol kappa inh – qHTS for Inhibitors of Polymerase Kappa; purified Pol kappa, fluorescent DNA synthesis assay, 10 min; Potency, µM (series often up to 107 µM), for the others: at the highest dose activity, negative = inhibition, actives largely listed as inhibitors; 400,000 compounds, 0.53% hits; AID 588579, 2011; also: % is scaled to controls: 0 for no effect and ±100 for the full control effect
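First, compounds were pin-transferred onto 10 nM Pol kappa. After 15 min at room temperature, substrate was added to 50 nM final. Fluorescence was then measured kinetically at 0 and 10 min.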
BAZ2B inh – qHTS Assay for Inhibitors of BAZ2B | Bromodomain adjacent to zinc finger domain protein 2B (Homo sapiens), Q9UIF8 | AlphaScreen BAZ2B-H3K14Ac peptide displacement | Potency, µM (top dose mostly 114 µM), without a hit: at the top dose activity change, negative = inhibition, hits mostly inhibitors | 360,000 compounds, 4.4% hits | AID 504333, 2011; also: % is scaled to controls: 0 for no effect and ±100 for the full control effect; nearly all actives have a fitted effect of over 60% in size
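Protein-peptide AlphaScreen: BAZ2B 50 nM, b-H3K14Ac 50 nM, 1x PBS pH 7.4 + 0.01% Tween-20. Preincubation 30 min RT; cpd 30 min RT (top 110 uM); beads 20 min RT, light-protected.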
APEX1 inh – qHTS Assay for Inhibitors of the Human Apurinic/apyrimidinic Endonuclease 1 (APE1); DNA repair nuclease/redox regulator APEX1 (Homo sapiens), P27695; recombinant APE1, TAMRA/BHQ-2 abasic DNA cleavage fluorescence; Potency, µM (doses to about 65.8 µM), for the others: at the highest dose activity change, negative = inhibition, actives largely listed as inhibitors; 350,000 compounds, 0.35% hits; AID 2517, 2012;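 also: plate controls were vehicle for no effect and reference inhibitor for full effect; nearly all actives have a fitted effect of over 55% in size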
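Endonuclease cleavage of a quenched abasic-site DNA duplex (50 nM) by APE1 (0.75 nM) was tracked by TAMRA dequenching. Compounds were preincubated with enzyme 15 min at room temperature; data normalized to buffer-only and DMSO wells plus NSC13755 control.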
Active calls of the source: *; [ ] = another dose, or the depositor's remark. Calls follow the shape of the dose curve; as a rule, active = well fitted curve in the direction sought with a large enough effect; inconclusive = small, poorly fitted or top-dose-only effect, or another doubt; inactive = no such curve, though single readings can be large; an effect the other way counts as inactive or inconclusive. Potency is read from the fitted curve at half-maximal effect. A portion of the library; count on the stated rates, not on these rows.

For O=S(=O)(c1cccc(-c2n[nH]c(=S)n2-c2cccc(C(F)(F)F)c2)c1)N1CCOCC1 the results were POLI inh 5%, Pol eta inh 0%, Pol kappa inh -1% and APEX1 inh 25%.
`COc1ccc(C(=O)NCC(c2ccco2)N2CCc3ccccc3C2)cc1` (stereo not drawn) gave G9a block inconclusive, POLI inh 12%, Pol eta inh -10%, Pol kappa inh -23%, BAZ2B inh -36% and APEX1 inh -14%.
For CC(C)(C)NC(=O)C(c1ccco1)N(C(=O)c1ccc(CN2CCOCC2)o1)c1ccccc1 (stereo not drawn) the results were BLM helicase inh 1%, G9a block 11µM*, POLI inh 2%, Anesthetic bind -7%, Pol eta inh -23%, Pol beta inh 25%, Pol kappa inh 1%, BAZ2B inh 2% and APEX1 inh -4%.
CCCCOc1ccccc1C(=O)Nc1nonc1-c1ccccc1 was read as BLM helicase inh -11%, G9a block 84%[activator][59 µM], POLI inh -1%, Anesthetic bind 41%, Pol eta inh -14%, Pol beta inh 12%, Pol kappa inh -17% and BAZ2B inh 23%.
`Cc1scc(C(=O)N/N=C/c2ccc(OCC(C)C)cc2)c1C` gave BLM helicase inh -7%, G9a block 8%[59 µM], POLI inh 10%, Anesthetic bind -11%, Pol eta inh inconclusive, Pol beta inh 0%, Pol kappa inh -2%, BAZ2B inh -28% and APEX1 inh -2%.
Screening CCOc1ccc(C(=S)N2CCN(C)CC2)cc1 returned BLM helicase inh 1%, G9a block 40µM*, POLI inh 87%[activator], Anesthetic bind -4%, Pol eta inh -18%, Pol beta inh 9%, Pol kappa inh -1%, BAZ2B inh -19% and APEX1 inh 2%.
For OC(COCC(F)(F)C(F)(F)C(F)(F)C(F)F)Cn1c2ccc(Cl)cc2c2cc(Cl)ccc21 (stereo not drawn) the results were BLM helicase inh -17%, G9a block 62%[activator][59 µM], POLI inh -5%, Anesthetic bind 31%[activator], Pol eta inh inconclusive, Pol beta inh -25%, Pol kappa inh -16%, BAZ2B inh 17% and APEX1 inh -8%.
For O=C(NCc1cccnc1)c1ccc(Br)s1 the results were BLM helicase inh -1%, G9a block 0%, POLI inh 30%, Anesthetic bind -5%, Pol eta inh -19%, Pol beta inh -6%, Pol kappa inh -7%, BAZ2B inh -21% and APEX1 inh 5%.
Screening O=C(CSc1nc2c([nH]c3ccccc32)c(=O)n1-c1ccccc1F)Nc1ccccc1C(F)(F)F returned BLM helicase inh -8%, G9a block 5%[59 µM], POLI inh 13%, Anesthetic bind -12%, Pol eta inh -14%, Pol beta inh 5%, Pol kappa inh -6%[60.1 µM] and BAZ2B inh -15%.
For Cc1cc(NC(=NC2CC2)c2ccccc2)n(-c2ccccc2)n1 the results were BLM helicase inh -2%, G9a block inconclusive, POLI inh 11%, Anesthetic bind -4%, Pol eta inh -16%, Pol beta inh 0%, Pol kappa inh -2%, BAZ2B inh 5% and APEX1 inh -10%.
Screening COc1ccc(Br)cc1CNCC1CCCO1 (stereo not drawn) returned BLM helicase inh -1%, POLI inh 10%, Anesthetic bind -12%, Pol eta inh -14%, Pol beta inh 54%, Pol kappa inh -6%, BAZ2B inh 4% and APEX1 inh -4%.
Screening Cc1cc(C(=O)COC(=O)Cc2ccc(Cl)cc2)c(C)n1C returned POLI inh 35µM*, Pol eta inh inconclusive, Pol kappa inh inconclusive and APEX1 inh 26%.
Cc1c(C(Nc2ccccn2)c2ccccc2)c(=O)n(-c2ccccc2)n1C (stereo not drawn) was read as BLM helicase inh 1%, G9a block 3%[59 µM], POLI inh 7%, Anesthetic bind 3%, Pol eta inh -14%, Pol beta inh 22%, Pol kappa inh -8%, BAZ2B inh 8% and APEX1 inh 4%.
For CCOc1ccc(NC(=O)CN(C)C(=O)c2c(C)nn(-c3ccccc3)c2Cl)cc1OCC the results were G9a block inconclusive, POLI inh 19%, Pol eta inh -12%, Pol kappa inh 1%, BAZ2B inh 4% and APEX1 inh 18%.
COc1ccc(C(=O)N2CCN(c3ccccc3OC)CC2)cc1 was read as BLM helicase inh -5%, G9a block inconclusive, POLI inh 12%, Anesthetic bind -7%, Pol eta inh 0%, Pol beta inh 1%, Pol kappa inh -4%, BAZ2B inh -16% and APEX1 inh 9%.
For COc1cccc(-c2ccc(SCC(=O)NC3CCCC3)nn2)c1 the results were BLM helicase inh 0%, G9a block 32%, POLI inh 24%, Anesthetic bind -13%, Pol eta inh -21%, Pol beta inh 17%, Pol kappa inh -7%, BAZ2B inh -12% and APEX1 inh 8%.
Cc1cc(C(=O)Nc2ccc(C#N)cc2)on1 was read as BLM helicase inh -6%, G9a block 41%[activator], POLI inh 3%, Anesthetic bind 11%, Pol eta inh -13%, Pol beta inh -11%, Pol kappa inh 4%, BAZ2B inh 4% and APEX1 inh 37%[activator].
Cn1c2ccccc2c2c(C(=O)O)cn(C3CCCC3)c(=O)c21 was read as BLM helicase inh 2%, G9a block -47%, POLI inh 3%, Anesthetic bind 4%, Pol eta inh -6%, Pol beta inh 20%, Pol kappa inh -1%, BAZ2B inh -10% and APEX1 inh -5%.
Screening CSc1nc(C)cc(Oc2ccc(=O)n(C)n2)n1 returned BLM helicase inh -6%, G9a block -32%, POLI inh -3%, Anesthetic bind 8%, Pol eta inh 4%, Pol beta inh -4%, Pol kappa inh -7%, BAZ2B inh -4% and APEX1 inh 4%.
CCCCC(=O)Nc1nnc(SCc2cc(=O)n3cc(C)ccc3n2)s1 was read as BLM helicase inh -2%, G9a block -2%[59 µM], POLI inh 17%, Anesthetic bind -1%, Pol eta inh 1%, Pol beta inh 30%, Pol kappa inh -7%[60.1 µM] and BAZ2B inh 8%.
CC(C)(C)C(=O)N1CCN(c2ncnc3scc(-c4ccccc4)c23)CC1 was read as BLM helicase inh -1%, G9a block -2%, POLI inh -8%, Anesthetic bind 6%, Pol eta inh -6%, Pol beta inh 1%, Pol kappa inh -20%, BAZ2B inh -18% and APEX1 inh -13%.
`CCCCNC(=O)C1COc2ccccc2O1` (stereo not drawn) gave BLM helicase inh -1%, G9a block -2%[12.7 µM], POLI inh 6%, Anesthetic bind -9%, Pol eta inh 4%, Pol beta inh 11%, Pol kappa inh -13%, BAZ2B inh 3% and APEX1 inh 0%.
For Cc1noc(C)c1NC(=O)Nc1cccc2c1O[C@H](CN(C)S(=O)(=O)c1cn(C)cn1)[C@@H](C)CN([C@H](C)CO)C2=O the results were POLI inh -10%, Pol eta inh -8%, Pol kappa inh -17% and APEX1 inh 19%.
`COc1ccc(N(CC(=O)NCCSc2ccccn2)S(=O)(=O)c2ccccc2)c(OC)c1` gave BLM helicase inh -4%, G9a block 7%, POLI inh 69%[activator], Anesthetic bind -12%, Pol eta inh -24%, Pol beta inh -1%, Pol kappa inh -3%, BAZ2B inh 20% and APEX1 inh 77%[activator].
Screening Nc1ncc(-c2ccccc2)c(-c2ccc(O)cc2O)n1 returned BLM helicase inh -3%, G9a block 10%, POLI inh -3%, Anesthetic bind -1%, Pol eta inh -1%, Pol beta inh 27%, Pol kappa inh 5%, BAZ2B inh -35% and APEX1 inh -13%.
OCCC1CN(Cc2nc(-c3ccc(F)cc3)cs2)CCN1CCc1ccccc1 (stereo not drawn) was read as BLM helicase inh -1%, G9a block -33%, POLI inh -15%, Anesthetic bind -11%, Pol eta inh 0%, Pol beta inh -11%, Pol kappa inh 2%[60.1 µM], BAZ2B inh -25% and APEX1 inh inconclusive.
`CCOc1ccccc1N(C(=O)c1snc(C(N)=O)c1N)C(C(=O)NC1CCCC1)c1ccco1` (stereo not drawn) gave BLM helicase inh -9%, G9a block -32%[59 µM], POLI inh 9%, Anesthetic bind -12%, Pol eta inh -19%, Pol beta inh 9%, Pol kappa inh -4%, BAZ2B inh inconclusive and APEX1 inh -9%.
Cc1ccccc1NC(=O)c1ccc2c(c1)C(=O)N(CC(C)C)C2=O was read as BLM helicase inh -1%, G9a block -5%[0.501 µM], POLI inh -6%, Anesthetic bind -5%, Pol eta inh -17%, Pol beta inh 17%, Pol kappa inh 4%, BAZ2B inh 10% and APEX1 inh 2%.
`O=C(COC(=O)C1CCC1)NCc1ccc(Cl)cc1Cl` gave G9a block -21%[0.501 µM], POLI inh 19%, Pol eta inh -8%, Pol kappa inh -15%, BAZ2B inh 1% and APEX1 inh 24%.
For CN(C)CCN1C(=O)C(=O)/C(=C(/O)c2ccc3c(c2)OCCO3)C1c1ccccn1 (stereo not drawn) the results were BLM helicase inh -3%, G9a block 32µM*, POLI inh 160%[activator], Anesthetic bind 1%, Pol eta inh -11%, Pol beta inh -2%, Pol kappa inh -5%, BAZ2B inh 56µM* and APEX1 inh -1%.
For COc1ccc(N(CC(=O)NC2CCCC2)C(=O)Cn2nnc(-c3ccc(C)cc3)n2)cc1 the results were BLM helicase inh -9%, G9a block -3%[59 µM], POLI inh inconclusive, Anesthetic bind -5%, Pol eta inh -12%, Pol beta inh 90%, Pol kappa inh -4%, BAZ2B inh 10% and APEX1 inh -3%.
CC(=O)c1ccc(Oc2ncnc3sccc23)cc1 was read as BLM helicase inh -1%, G9a block 23%, POLI inh 155%[activator], Anesthetic bind -1%, Pol eta inh -15%, Pol beta inh -9%, Pol kappa inh -10%, BAZ2B inh 0% and APEX1 inh 15%.
